Bioassay records as filed in PubChem BioAssay.
EBI2 block = antagonists of human EBI2 receptor. EBI2 beta-arrestin recruitment, luminescence, 7a,25-OHC stimulated. inhibition, % at 5 µM. 0.81% of 360,000 active. AID 651636; in the data active = inhibition above about 38%;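 also: enzyme fragment complementation signal reports receptor beta-arrestin coupling in cells; 0% = agonist plus DMSO wells and 100% = wells without agonist; some results beyond the cut were filed as inactive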
Target sequence (P32249 whole entry, looked up, the tested form may be a part): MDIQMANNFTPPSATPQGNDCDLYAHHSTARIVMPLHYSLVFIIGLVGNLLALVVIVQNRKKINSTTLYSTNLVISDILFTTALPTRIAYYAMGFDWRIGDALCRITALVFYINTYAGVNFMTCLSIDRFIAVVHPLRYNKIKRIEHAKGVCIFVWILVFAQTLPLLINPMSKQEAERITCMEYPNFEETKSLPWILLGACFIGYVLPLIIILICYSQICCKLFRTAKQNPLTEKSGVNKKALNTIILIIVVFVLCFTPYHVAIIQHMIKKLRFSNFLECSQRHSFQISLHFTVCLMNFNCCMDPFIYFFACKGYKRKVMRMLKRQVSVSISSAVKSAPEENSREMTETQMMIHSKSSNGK
Gli-Sufu block = antagonists of Gli-Sufu signaling; Sufu-KO-LIGHT fibroblasts, Gli luciferase reporter luminescence; inhibition, % at 5 µM; 0.74% of 340,000 active; AID 588413;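 active = inhibition above about 55%, limit read from the data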;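 also: 0% = DMSO-treated cells and 100% = wells with medium but no cells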
UBC13 polyUb = inhibitors of human UBC13 polyubiquitin chain formation; AID 485273; inhibition, % at 20 µM; P61088; 0.47% of 330,000 active; TR-FRET; in the data active = inhibition above about 45%, passing the limit was not always enough; inconclusive = no clear call, values can overlap the other calls
Jurkat NFkB inh = lowers PMA/ionomycin-induced NF-kB signal in Jurkat cells; 0.53% of 330,000 active; AID 435003; inhibition, % at 4 µM; PMA/ionomycin-induced NF-kB luciferase reporter, luminescence
CCR6 antag = antagonists of human CCR6 receptor. P51684. inhibition, % at 20 µM. CHO-K1 CCR6 PathHunter beta-arrestin, luminescence, CCL20-stimulated. 0.49% of 340,000 active. AID 493098;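 active = compounds whose inhibition of the agonist-driven luminescence signal at 20 µM reaches about 50%, limit read from the data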;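 also: cells stimulated with CCL20 at 14 nM final; plate controls were DMSO with CCL20 for no effect and DMSO without agonist for full effect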
Target sequence (P51684 whole entry, looked up): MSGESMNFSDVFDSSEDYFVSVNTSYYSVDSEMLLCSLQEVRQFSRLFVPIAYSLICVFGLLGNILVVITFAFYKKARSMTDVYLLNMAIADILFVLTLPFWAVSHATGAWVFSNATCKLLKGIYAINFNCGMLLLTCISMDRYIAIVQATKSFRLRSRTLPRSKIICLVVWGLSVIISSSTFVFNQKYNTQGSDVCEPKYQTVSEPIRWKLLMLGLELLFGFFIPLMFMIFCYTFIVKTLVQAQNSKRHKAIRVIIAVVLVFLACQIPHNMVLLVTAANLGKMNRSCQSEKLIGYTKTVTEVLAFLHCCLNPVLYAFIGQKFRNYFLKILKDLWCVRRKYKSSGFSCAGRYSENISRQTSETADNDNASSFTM
Apaf1 inhib = blocks human Apaf-1 apoptosome activity; O14727; reconstituted apoptosome caspase-3 activity, DEVD-Rh110 fluorescence; inhibition, % at 20 µM; 0.71% of 330,000 active; AID 489030; active = inhibition of at least 40% at 20 µM;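 also: plate controls were DMSO wells for no effect and DEVD-CHO caspase inhibitor wells for full effect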
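Material: reconstituted apoptosome with Apaf-1, cytochrome c, caspase-9, procaspase-3, dATP / Buffer or medium: pH 7.5 Hepes buffer with CHAPS, BSA, DTT / Also added: cytochrome c with DEVD-Rh110 / Schedule: compound with Apaf-1, dATP, procaspase-3 30 min, then 50 min reaction, room temperature / Technique: rhodamine 110 fluorescence at Ex 480/Em 540 nm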
697 NFkB inh = lowers PMA/ionomycin-induced NF-kB signal in 697 B cells; 697 B-cell NF-kB luciferase reporter, 16 h; 0.33% of 330,000 active; AID 435022; inhibition, % at 4 µM; in the data active = inhibition above about 35%
SENP8 block = SENP8 protease inhibition | Q96LD8 | purified SENP8, Z-RLRGG-aminoluciferin cleavage, luminescence | inhibition, % at 10 µM | 1.2% of 330,000 active
Target sequence (Q96LD8 whole entry, looked up): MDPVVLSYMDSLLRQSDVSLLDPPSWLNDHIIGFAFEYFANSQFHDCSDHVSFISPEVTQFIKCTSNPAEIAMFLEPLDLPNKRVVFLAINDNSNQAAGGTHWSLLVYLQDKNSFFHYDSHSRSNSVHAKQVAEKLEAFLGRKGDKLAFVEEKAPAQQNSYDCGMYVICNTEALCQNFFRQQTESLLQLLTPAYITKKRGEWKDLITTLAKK
* hit, by the source's call; ? = inconclusive; . = no result given. Rule as the data show it, unless noted: active = inhibition above about 50%; inactive = the rest. Not all compounds are listed; the hit share may differ from the screen's.

Values run as follows: CCR6 antag	UBC13 polyUb	Gli-Sufu block	EBI2 block	SENP8 block	Apaf1 inhib	697 NFkB inh	Jurkat NFkB inh
[1] Cc1ccccc1NC(=O)CN1C(=S)NC(C)(C)CC1C (stereo unspecified)
    4	7	8	-4	-3	-1	9	-10
[2] O=C(COC(=O)c1ccccc1O)NC(=O)NCc1ccccc1
    23	?	-12	2	-2	-8	-13	-9
[3] CCCn1c(N)c(N(CCOC)C(=O)c2cc3ccccc3cc2OC)c(=O)[nH]c1=O
    4	1	-2	-7	6	-14	16	-6
[4] COc1cccc(-c2nnn(CC(=O)NC3CCCC3)n2)c1OC
    -1	0	1	0	-8	-5	6	6
[5] Cn1c(N)c(C(=O)COC(=O)Cc2c(F)cccc2Cl)c(=O)n(C)c1=O
    9	9	0	-2	5	1	9	2
[6] OCc1ccccc1SSc1ccccc1CO
    11	-12	3	-9	-3	0	22	1
[7] O=C1C(=O)N(Cc2ccccc2)C(=O)N1CCN1C(=O)c2ccccc2C1=O
    8	-11	8	-7	-11	-1	-16	6
[8] CCS(=O)(=O)N1Cc2ccccc2CC1C(=O)Nc1ncc(C)s1 (stereo unspecified)
    -13	-4	-28	1	5	-8	-34	-69
[9] NC(N)=Nc1nc2ccc(Br)cc2c(=O)[nH]1
    -13	8	-5	-4	-3	-5	3	-8
[10] O=C(NCCc1ccncc1)C(F)(F)F
    3	4	4	0	-4	-11	8	10
[11] CC(OC(=O)c1ccccc1O)C(=O)Nc1ccc(Cl)cn1 (stereo unspecified)
    -5	10	-2	1	4	0	-7	-2
[12] CC(=O)c1cccc(NC(=O)C(C)OC(=O)CCC2CCCCC2)c1 (stereo unspecified)
    7	3	-4	-2	-5	15	23	11
[13] NC(=O)C[n+]1cccc(CNC(=O)c2ccc(OC(F)F)cc2)c1
    4	-2	-13	-3	-4	-9	22	-11
[14] COc1ccc(CNS(=O)(=O)c2ccc(OC)cc2)cc1
    8	4	-10	6	-2	-2	6	-15
[15] CCC(C)NC(=O)c1cc(Cl)c(NC(=O)C2=C(C)OCCS2)cc1OC (stereo unspecified)
    2	6	3	26	11	11	-3	0

Record cards, as listed above. Screens in order: CCR6 antag	UBC13 polyUb	Gli-Sufu block	EBI2 block	SENP8 block	Apaf1 inhib	697 NFkB inh	Jurkat NFkB inh
CC(OC(=O)c1ccccc1O)C(=O)Nc1ccc(Cl)cn1 (stereo unspecified) is entered as -5	10	-2	1	4	0	-7	-2
Cc1ccccc1NC(=O)CN1C(=S)NC(C)(C)CC1C (stereo unspecified) is entered as 4	7	8	-4	-3	-1	9	-10

Further results:
Values run as follows: CCR6 antag	UBC13 polyUb	Gli-Sufu block	EBI2 block	SENP8 block	Apaf1 inhib	697 NFkB inh	Jurkat NFkB inh
[16] Cc1cc(C)cc(NC(=O)C2CCN(c3nc(C)cc(C)n3)CC2)c1
    4	-2	-11	3	5	5	2	3
[17] COc1ccc(C)cc1N(CC(=O)NC1CCCC1)C(=O)CCC(=O)Nc1cc(C)on1
    -5	-2	0	-7	0	-2	0	12
[18] CCN(CC)c1ccc2c(-c3ccc(S(=O)(=O)O)cc3S(=O)(=O)[O-])c3ccc(=[N+](CC)CC)cc-3oc2c1
    34	-202	28	-7	32	-5	25	23
[19] COc1ccc(OCC(=O)NC2CC(C)(C)NC(C)(C)C2)cc1
    14	7	8	-3	2	-22	-13	4
[20] O=C(N[C@@H](Cc1ccccc1)C(=O)O)c1ccncc1
    -2	-10	-3	-2	0	-17	6	-4
[21] COC(=O)C1CCN(CC(=O)Nc2cc(Cl)ccc2OC)CC1
    .	13	.	.	-10	4	1	2
[22] COc1ccc(NC(=O)c2cc3nc(-c4ccccc4)cc(C)n3n2)cc1OC
    11	-10	18	-1	-1	16	23	-17
[23] COC(=O)c1sccc1NC(=O)c1ccc(C)cc1
    18	1	-24	12	-16	16	1	-7
[24] Cn1nnnc1SCc1cccc(CSc2nnnn2C)n1
    0	-2	4	-6	-9	-10	0	-5
[25] CCOC(=O)c1ccc(NC(=O)CSCCC(=O)O)cc1
    7	0	2	0	3	-14	16	4
[26] N/C(Cn1cncn1)=N\NC(=O)c1ccc(Cl)cc1Cl
    -12	0	-2	-4	-11	6	0	-17
[27] O=C(Nc1cccc(-c2nc3ccccc3s2)c1)c1cc(=O)c2ccccc2o1
    -2	-12	-17	-15	7	-5	-20	8
[28] CN(C(=O)CSc1nc(-c2ccc(C(C)(C)C)cc2)c(C#N)c(=O)[nH]1)C1CCCCC1
    13	5	-20	0	3	37	-14	3
[29] COc1ccc(C(=O)n2cnc3ccccc32)cc1[N+](=O)[O-]
    4	1	4	1	1	0	4	-4
[30] C=C(C)C1CC=C(C)/C(=N/NC(=O)c2cccs2)C1 (stereo unspecified)
    9	1	1	-15	-7	11	-77	-64

Other records
Values run as follows: CCR6 antag	UBC13 polyUb	Gli-Sufu block	EBI2 block	SENP8 block	Apaf1 inhib	697 NFkB inh	Jurkat NFkB inh
[31] CN1C(=O)C2(NC(=O)c3ccccc3N2C)c2ccccc21 (stereo unspecified)
    -2	-5	-4	5	6	-12	13	-4
[32] CC(NC(=O)CCNS(=O)(=O)c1ccccc1)c1ccccc1 (stereo unspecified)
    10	-2	3	-2	-12	14	-1	9
[33] COc1ccc(/C(O)=C/Sc2nnc(Cc3ccccc3)o2)cc1
    7	11	-16	7	-5	4	20	10
[34] CCOC(=O)N1CCN(Cc2nc(N)nc(Nc3ccc(C)cc3C)n2)CC1
    -10	5	0	-2	5	-28	5	12
[35] c1ccc(N2CCN(Cc3nnnn3C3CCCCC3)CC2)cc1
    13	8	5	-5	-5	-20	14	25
[36] CCC(C)NC(=O)CSc1c2c(nc3ccccc13)CCCC2 (stereo unspecified)
    2	-4	-3	1	4	2	-6	-9
[37] COc1cc2c(cc1OC)C1C/C(=N\O)C(CC(C)C)CN1CC2 (stereo unspecified)
    13	2	14	-12	-5	16	-1	1
[38] COc1ccc(S(=O)(=O)N2CCCN(CC(=O)Nc3ccc4c(c3)OCO4)CC2)cc1
    -12	8	-4	5	6	3	-2	7
[39] CCCc1cc(=O)[nH]c(SCC(=O)N2CCCCCC2)n1
    -1	5	1	0	1	5	5	-4
[40] O=C(Cn1c(=O)cnc2ccccc21)Nc1ccccc1N1CCOCC1
    10	-3	7	-7	-6	8	-10	5
[41] CC(=O)NCc1ccc(C(=O)CCl)cc1
    11	1	-11	9	3	-1	20	-2
[42] O=C(NCc1ccccc1)c1ccc2c(=O)n(CCCN3CCCC3=O)c(=S)[nH]c2c1
    7	22	1	3	-2	-3	6	10
[43] Cc1ccnc(NC(=O)CCC(=O)N(CC(=O)NCCc2ccccc2)Cc2cccs2)c1
    0	4	0	5	-6	-2	12	3
[44] CCCc1cc(C(=O)Cc2ccc(C(=O)OCC)o2)c(O)cc1O
    6	-17	1	-1	-15	19	-4	-1
[45] O=C(Cn1cc2c(n1)CCCC2)NC1CCN(Cc2ccccc2)CC1
    -1	9	-5	3	-6	-6	6	3

More records follow:
Values run as follows: CCR6 antag	UBC13 polyUb	Gli-Sufu block	EBI2 block	SENP8 block	Apaf1 inhib	697 NFkB inh	Jurkat NFkB inh
[46] Cc1ccc(/C=C/C(=O)O)cc1S(=O)(=O)NCc1ccco1
    -5	-1	4	-11	4	0	13	8
[47] CCc1ccc(C(=O)CN2C(=O)NC(C)(c3ccc(C)cc3)C2=O)cc1 (stereo unspecified)
    -5	-5	-1	7	-12	21	6	6
[48] CO/N=C(/CN1CCCCC1)c1ccc(Cl)cc1
    5	3	9	1	-4	1	2	6
[49] CCN(CC)c1ccc(C(=O)NNC(=O)CNC(=O)c2cccs2)cc1
    2	-29	-10	12	-14	5	-12	-14
[50] CC(C)Cc1ccc(CN2CCCC(NC(=O)c3cnc4ccccn4c3=O)C2)cc1 (stereo unspecified)
    8	16	46	12	-14	16	-40	43
[51] COC(/C(=N/O)c1ccc(Cl)cc1)c1ccccc1 (stereo unspecified)
    15	9	64*	6	0	18	-53	5
[52] Cc1ccc(C(C)NC(=O)c2cc3ccccc3oc2=O)cc1C (stereo unspecified)
    -9	-2	-16	-4	22	19	4	8
[53] Cc1nn(CC(=O)NC(C)C(C)C)c(C)c1S(=O)(=O)N1CCCCC1 (stereo unspecified)
    2	-11	-3	0	-9	6	12	4
[54] Cc1cc(C)cc(Oc2coc3cc(OC(=O)c4cccnc4)ccc3c2=O)c1
    -9	17	8	0	2	7	1	4
[55] N#CCCn1nc(-c2ccc([N+](=O)[O-])cc2)cc1Nc1ccccc1NC(=O)C(F)(F)F
    6	-4	4	0	-7	5	-20	11
[56] COc1cc(/C=C2\Oc3cc(O)ccc3C2=O)ccc1O
    7	-62	-26	5	-2	-5	-58	-28
[57] O=C(Nc1nccs1)c1cc2sccc2n1Cc1ccc(F)cc1
    -20	15	-2	5	2	-4	-1	11
[58] COc1cccc(/C=C2\Oc3cc(OCC(=O)N4Cc5ccccc5C[C@H]4C(=O)O)ccc3C2=O)c1
    2	-29	10	8	1	24	24	-19
[59] CCc1cccc(CC)c1NC(=O)CN1CC(C)SC1=NC1CCCCC1 (stereo unspecified)
    20	-6	13	12	-14	3	-16	-5
[60] CCOCCOc1nc2c(c(=O)n(C)c(=O)n2C)n1CCc1ccccc1
    12	-5	-4	-3	-10	7	-33	-10

By substructure, the entries above with a furan ring, fused or not
Values run as follows: CCR6 antag	UBC13 polyUb	Gli-Sufu block	EBI2 block	SENP8 block	Apaf1 inhib	697 NFkB inh	Jurkat NFkB inh
[44] CCCc1cc(C(=O)Cc2ccc(C(=O)OCC)o2)c(O)cc1O
    6	-17	1	-1	-15	19	-4	-1
[46] Cc1ccc(/C=C/C(=O)O)cc1S(=O)(=O)NCc1ccco1
    -5	-1	4	-11	4	0	13	8

Following part.
Values run as follows: CCR6 antag	UBC13 polyUb	Gli-Sufu block	EBI2 block	SENP8 block	Apaf1 inhib	697 NFkB inh	Jurkat NFkB inh
[61] COc1ccc(NC(=O)c2cc(N3C(=O)C4C5CCC(C5)C4C3=O)ccc2Cl)c(OC)c1 (stereo unspecified)
    4	-12	4	-10	-1	19	-33	9
[62] Cn1c(=O)n(CC(=O)NCc2cccnc2)c2ccccc21
    12	0	3	-5	1	-11	6	6
[63] COc1ccc(NC(=O)CSCC(=O)OCc2cccc(OC)c2OC)cc1
    -4	-3	-4	6	-7	-11	-1	11
[64] O=C(O)CNc1nc(Cl)ccc1[N+](=O)[O-]
    9	4	3	6	7	-5	10	7
[65] CCOC(=O)c1cnc2sccn2c1=O
    -4	-2	-8	8	-3	-16	12	-3
[66] CCOC(=O)C1CCN(C(=O)Nc2ccc(Cl)cc2)CC1
    -2	9	0	15	-4	9	7	-9
[67] COc1ccc([C@H]2/C=C\CN(C(=O)c3ccccc3)[C@@H](C)C(=O)N2Cc2ccc(F)cc2)cc1
    6	3	8	22	-7	12	8	11
[68] CC(/C=N\Nc1nnc2c(n1)[nH]c1c(C)cccc12)=C\c1ccco1
    2	-61	15	12	3	3	-17	-9
[69] COc1ccccc1C1C(C(N)=O)=C(C)Nc2nc(CCCO)nn21 (stereo unspecified)
    6	4	5	-11	-1	-21	2	-9
[70] CCCSc1nnc(NC(=O)c2sc3nc(-c4cccs4)ccc3c2N)s1
    14	-7	-29	9	2	16	-3	-6
[71] CCCCn1c(SCc2ccc(C(=O)OC)o2)nc2cc(S(N)(=O)=O)ccc21
    6	-3	16	3	1	-18	-40	23
